PTHR1 agonist = PTHR1 (human) receptor agonism; Q03431; HEK293 GP2 PTHR1 cells, GloSensor cAMP luminescence, 1 h; hit rate 0.075% among 410,000; AID 743266; Potency, µM (series often up to 115 µM), for inactives: at the highest dose activation, hits mostly activators; note: potency is the fitted concentration of half-maximal effect; nearly all actives have a fitted effect of over 55% in size; some results filed as inactive show a strong effect at the top dose; inactives centre near -15; many of its hits are not listed in these tables
Target sequence (Q03431 whole entry, looked up): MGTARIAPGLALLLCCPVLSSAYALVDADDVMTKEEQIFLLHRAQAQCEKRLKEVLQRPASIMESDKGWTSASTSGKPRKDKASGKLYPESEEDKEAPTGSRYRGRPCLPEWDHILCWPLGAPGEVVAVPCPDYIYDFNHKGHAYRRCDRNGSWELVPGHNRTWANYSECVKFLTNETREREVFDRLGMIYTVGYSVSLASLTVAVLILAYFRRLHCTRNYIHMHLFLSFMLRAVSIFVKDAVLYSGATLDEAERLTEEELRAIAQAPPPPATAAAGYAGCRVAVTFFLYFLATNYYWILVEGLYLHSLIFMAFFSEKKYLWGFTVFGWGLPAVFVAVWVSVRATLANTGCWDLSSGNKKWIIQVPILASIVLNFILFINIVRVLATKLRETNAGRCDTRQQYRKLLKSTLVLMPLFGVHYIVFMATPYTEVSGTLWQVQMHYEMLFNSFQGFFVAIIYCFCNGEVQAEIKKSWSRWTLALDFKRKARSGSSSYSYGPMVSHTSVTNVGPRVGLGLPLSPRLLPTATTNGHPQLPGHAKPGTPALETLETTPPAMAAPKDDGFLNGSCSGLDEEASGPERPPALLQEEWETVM
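HEK-293-derived GP2 cells expressing PTHR1 and a GloSensor cAMP reporter, 3,000/well, plated overnight, given luciferin plus IBMX (each 0.5 mM as added) for 1 h at 37 °C, then compound for 1 h at 37 °C. Luminescence was read after 15 min at room temperature.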
Akt phos inh = blocks phosphorylation of Akt; Neuro2A IGF-stimulated pAkt S473 HTRF, 20 min; active compounds read low; activity change, % for hits at 50 µM; hit rate 0.32% among 360,000; in the data active = activity change below about -80%; inconclusive = mostly about -51% to -80%; note: % is set by controls: 0 for no effect and ±100 for the full control effect
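Single-point screen (50 µM final compound) in Neuro2A cells stimulated 20 min with 6 nM IGF at 37 deg C. After lysis, Ser473-phosphorylated Akt read by HTRF (ex 330 nm, em 615/665 nm) as the 665/615 ratio.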
EPAC2 antagonist = blocks human EPAC2 exchange factor; Q8WZA2; EPAC2 GEF exchange of Rap1B-BODIPY-GDP, fluorescence; Potency, µM (highest dose often 114 µM), inactives show at the highest dose activity, negative = inhibition, most hits filed as inhibitors; hit rate 0.18% among 360,000; note: potency is the fitted concentration of half-maximal effect; % is set by controls: 0 for no effect and ±100 for the full control effect; nearly all actives have a fitted effect of over 45% in size; many of its hits are not listed in these tables
DRD3 antagonist = blocks the human D3 dopamine receptor; P35462; D3R cells, DiscoveRx beta-arrestin luminescence, antagonist mode; active compounds read low; max response, negative = inhibition, %; hit rate 2.5% among 360,000; AID 652054; in the data active = max response below about -50%; inconclusive = no clear call, values can overlap the other calls; note: % is set by controls: 0 for no effect and ±100 for the full control effect; mostly tested at two doses, the higher about 12 µM
Target sequence (P35462 whole entry, looked up): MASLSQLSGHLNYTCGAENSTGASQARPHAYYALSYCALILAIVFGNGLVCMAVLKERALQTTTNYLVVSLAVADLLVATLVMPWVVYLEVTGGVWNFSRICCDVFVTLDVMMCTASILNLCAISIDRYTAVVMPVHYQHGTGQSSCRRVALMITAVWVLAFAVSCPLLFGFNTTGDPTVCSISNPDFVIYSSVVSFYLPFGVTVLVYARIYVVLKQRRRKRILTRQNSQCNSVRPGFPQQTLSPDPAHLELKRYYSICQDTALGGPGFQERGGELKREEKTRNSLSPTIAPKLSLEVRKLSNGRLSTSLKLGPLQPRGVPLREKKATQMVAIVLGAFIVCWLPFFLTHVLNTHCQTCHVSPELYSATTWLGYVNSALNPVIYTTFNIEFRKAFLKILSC
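Cells plated overnight at 1500 cells/well, then exposed to library compounds with dopamine controls for 90 minutes at 37 degrees C. DiscoveRx reagent added for 30–60 minutes at room temperature; luminescence read, quantitative HTS format.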
MmCpn inh = M. maripaludis TRiC chaperonin inhibition; purified Mm-Cpn ATPase, ADP Transcreener TR-FRET; Potency, µM (doses to about 76.9 µM), for inactives: at the top dose activity, negative = inhibition, hits mostly inhibitors; hit rate 0.031% among 330,000; AID 504842; note: potency is the fitted concentration of half-maximal effect; % is set by controls: 0 for no effect and ±100 for the full control effect; nearly all actives have a fitted effect of over 80% in size
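ATP (10 uM final) was added to archaeal chaperonin (25 nM final) after 10 min exposure to test compound at 37°C; after 30 min further incubation, ADP was detected by competitive TR-FRET.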
EPAC2 agonist = activates human EPAC2 exchange factor; hit rate 0.079% among 360,000; EPAC2 activation, biochemical qHTS; response scale: 100% = 6.5 mM cAMP response; Potency, µM (highest dose often 154 µM), for the others: at the top dose activation, most hits filed as activators; note: potency is the fitted concentration of half-maximal effect; nearly all actives have a fitted effect of over 50% in size
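Compounds were added across a concentration range to EPAC2 (100 nM), RAP1B-BODIPY-GDP (250 nM) and GDP (50 uM). After 5 min at room temperature, fluorescence was recorded at 5-min intervals for 30 min.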
DRD3 agonist = agonists of human D3 dopamine receptor | hit rate 0.58% among 410,000 | D3R DiscoveRx beta-arrestin cells, luminescence, 90 min | AID 652048 | max activation, %; in the data active = max activation above about 30%; note: 0% is about no effect; mostly tested at two doses, the higher about 12 µM
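Agonist-mode cell screen: cells plated at 1500/well and incubated overnight at 37 °C, then exposed to library compounds for 90 min at 37 °C. Detection reagent was added for 30–60 min at room temperature, and luminescence was read.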
CCT chaperon mod = cytosolic chaperonin activity modulation; activity change, % (no concentration beside the values), hits read low; purified chaperonin ATPase assay, HTRF ADP detection, 30 min; hit rate 0.3% among 360,000; in the data active = activity change below about -30%; note: % is set by controls: 0 for no effect and ±100 for the full control effect
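Nucleotide hydrolysis assay: TRiC at 20–40 nM final (set by batch activity) with 10 uM ATP, 30 min at 37 °C, in presence of 76 uM compound. Detection by competitive ADP HTRF, 30 min ambient.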
Starred values were filed as active, the others as inactive; i = inactive; ? = inconclusive; · = no result given; [ ] = remark or other dose. Unless noted, calls come from the whole dose curve; as a rule, active = well fitted curve in the direction sought with a large enough effect; inconclusive = small, poorly fitted or top-dose-only effect, or another doubt; inactive = no such curve, though single readings can be large; an effect the other way counts as inactive or inconclusive. A portion of the library; the hit share may differ from the screen's.

SMILES | PTHR1 agonist | Akt phos inh | EPAC2 antagonist | DRD3 antagonist | MmCpn inh | EPAC2 agonist | DRD3 agonist | CCT chaperon mod
CC(C)CC1C(=O)N(Cc2cn(CCC3OCCO3)nn2)CCS(=O)(=O)N1Cc1ccc(-c2ccccc2)cc1 (stereo not drawn) | -3% | i | ? | 31 | · | -5% | 2 | 1.9
Cn1c(=O)c2c(nc3sccn32)n(C)c1=O | i | i | 13% | -20 | 1% | 7% | -3 | 2.0
CC(c1ccccc1)C1CC(=O)N(Cc2ccccc2)C1=O (stereo not drawn) | i | i | -1% | -7 | -2% | 8% | 1 | -3.8
O=C(/C=C/c1ccc(OCCCF)cc1)NCc1ccc(Cl)cc1 | -6% | i | 7% | -70* | 1% | -3% | 4 | -0.8
Cc1ccc(-n2ccc(=O)c(-c3ccnc(SCc4cccc(Cl)c4)n3)n2)cc1 | i | i | -7% | 7 | 1% | -10% | -1 | -0.3
O=C(NCCCNC(=O)c1c(F)cccc1F)c1c(F)cccc1F | -65% | i | 11% | 20 | -11% | 3% | -3 | -78*
O=C(COC(=O)/C=C/c1ccccc1Cl)NC1CC1 | i | i | 1% | 15 | · | -3% | 3 | -0.6
CCOc1cccc2cc(C(=O)NC(C)c3ccccc3)c(=N)oc12 (stereo not drawn) | -2% | i | -13% | 2 | 1% | 12% | 0 | -1.0
O=C(NCc1ccco1)c1ccc(NS(=O)(=O)c2cccc([N+](=O)[O-])c2)cc1 | -10% | i | 6% | -28 | 2% | -3% | -9 | -5.3
CN(C)/C=N/c1nc2nccc(-c3cccc(Cl)c3)n2n1 | -8% | i | 19% | 2 | -15% | -2% | 5 | -5.1
Cc1ccc(C(=O)Nc2ccc(O)c(C(=O)O)c2)o1 | -21%[57.5 µM] | i | -3% | -27 | -2% | 12% | -16 | -2.1
Cn1c2c(c(=O)n(C)c1=O)CN(CCc1ccccc1)CN2 | i | i | 4% | 13 | -1% | -2% | 1 | -0.9
CCCCNC(=O)C1(C)CCN1C(=O)c1ccc2c(c1)C(C)(C)CCC2(C)C (stereo not drawn) | -2% | i | -17% | -26 | · | -1% | -8 | -0.4
O=C(NCC(=O)N1CCN(c2ccccc2O)CC1)c1ccco1 | -34%[inhibitor] | i | 0% | 2 | -2% | 2% | 10 | 0.4
COc1ccccc1CNC(=O)C1CC2Cn3c(nc4cc(Cl)c(Cl)cc43)C2N1C (stereo not drawn) | -53%[inhibitor] | i | -6% | 9 | · | 9% | 1 | -1.1
COc1ccc(CCNc2nc(-c3cccnc3)nc3ccccc23)cc1OC | -9% | i | -4% | 16 | 1% | 11% | 3 | -1.8
Cc1ccc(C)c(/C=C/C(=O)c2ccccc(=O)c2O)c1 | i | i | 3% | -51* | -5% | 2% | -19 | -2.4
Cc1ccc(CN2C3CCCC2CC(NC(=O)c2ccc(F)cc2)C3)cc1 (stereo not drawn) | -5% | i | 1% | -88* | -1% | 20% | -13 | -10
c1cn(CC2(Cn3ccnc3)COC2)cn1 | 0% | i | 0% | 6 | 0% | -12% | 3 | -3.0
CC1=NN(C(=O)COc2ccc(C)c(C)c2)C(O)(c2ccccc2)C1 (stereo not drawn) | i | i | -3% | 0 | -6% | -4% | -12 | -0.5
Cc1ccc(C(=O)NNC(=O)CCn2nnc3ccccc32)cc1 | -21% | i | -16% | 11 | 7% | -3% | -8 | 2.7
CN(C)c1cccc2c(S(=O)(=O)NC(=O)[C@H]3O[C@@H](n4cnc5c(N)ncnc54)[C@H](O)[C@@H]3O)cccc12 | -2% | i | 4% | 25 | · | 6% | 5 | 1.1
O=C(NCCN1CCOCC1)C(=O)NCC1OCCN1S(=O)(=O)c1ccc(F)cc1 (stereo not drawn) | i | i | 2% | 8 | -13% | 16% | 14 | -2.3
Cc1ccsc1C(=O)OCC(=O)N1CCN(c2ccccc2)CC1 | -1% | i | -1% | -13 | -8% | 9% | 4 | -1.2
CCS(=O)(=O)N1CCN(c2cnn(-c3ccccc3)c(=O)c2Cl)CC1 | -10% | i | -4% | 1 | ? | 5% | -1 | -3.8

The list continues.
SMILES | PTHR1 agonist | Akt phos inh | EPAC2 antagonist | DRD3 antagonist | MmCpn inh | EPAC2 agonist | DRD3 agonist | CCT chaperon mod
CN1C(=O)C(N=Nc2ccc([N+](=O)[O-])cc2)SC1=S (stereo not drawn) | -19% | i | -23% | -22 | · | 2% | 8 | 0.2
CC(=O)NC(C)C12CC3CC(CC(CC(=O)O)(C3)C1)C2 (stereo not drawn) | i | i | 15% | -8 | 2% | 1% | 4 | 0.1
C=CCNC(=O)CC12CC3CC(C1)CC(CC(=O)NCC=C)(C3)C2 | -23% | i | 8% | 4 | -1% | -5% | -1 | 1.3
Cc1[nH]c(=O)[nH]c(=O)c1/C=N/NC(=O)[C@H](C)NC(=O)OC(C)(C)C | i | i | 2% | 7 | -1% | -1% | 8 | 0.1
CC1CCCN(S(=O)(=O)c2ccc(NC(=O)CN3C(=O)NC(C)(c4ccccc4)C3=O)cc2)C1 (stereo not drawn) | i | i | -5% | -1 | 3% | 2% | -3 | -6.7
Cc1ccc2cc(COC(=O)c3ccncc3)c(=O)[nH]c2c1 | -14%[57.5 µM] | i | 0% | 8 | 3% | 6% | -5 | -1.0
Cc1c(Br)c(C(=O)NNC(=O)c2ccc(C(C)(C)C)cc2)nn1C | i | i | 6% | -10 | 3% | -6% | -6 | 1.1
O=C(NCc1cccs1)c1cc(-c2cccs2)on1 | -10% | i | 14% | -6 | 0% | 2% | -5 | 1.2
CC(C)Cc1nnc(NC(=O)c2cc(-c3ccncc3)nc3ccccc23)s1 | i | i | -12% | 6 | 1% | 6% | -1 | -2.1
CC(C)N1CCc2c(sc(NC(=O)c3cc4cc([N+](=O)[O-])ccc4s3)c2C(N)=O)C1 | i | i | 29% | ? | -1% | 2% | -2 | -0.7
CCCCC(=O)NC(Nc1sc2c(c1C(N)=O)CCCC2)(C(=O)OCC)C(F)(F)F (stereo not drawn) | i | i | -7% | -5 | -5% | -15% | -1 | -3.2
Cc1cc2c(=O)cc(-c3ccccc3)oc2c(C(=O)O)c1C | -10% | i | 1% | -3 | · | -1% | -2 | -3.3
Cc1cccc(N=C2NC(=O)/C(=C/c3cn(C)c4ccccc34)S2)c1 | i | i | -23% | -25 | 0% | 18% | -13 | 1.2
COc1ccc(NC(=O)Nc2ccc3c(c2)C(=O)N([C@@H](C)CO)C[C@@H](C)[C@@H](CN(C)S(=O)(=O)c2cccs2)O3)cc1 | i | i | -10% | 4 | -1% | -4% | -10 | -1.0
COC(=O)c1ccc(C#Cc2ccccc2)o1 | 0% | i | -18% | -7 | -8% | 20% | 1 | -0.6
COC(=O)c1cc(N2CCNCC2)nc2ccccc12 | -31%[inhibitor] | i | -4% | -9 | 2% | -2% | -8 | -4.9
CCCC(=O)n1nc(-c2ccccc2)nc1N | -3% | i | -2% | -2 | 2% | -6% | 0 | 0.0
COC(=O)[C@@H]1[C@@H](C)N(Cc2ccccc2)C(=O)N[C@H]1c1cccc(C(F)(F)F)c1 | -51%[inhibitor] | i | -2% | 13 | ? | 5% | 1 | 1.2
CSc1nc2cc(S(=O)(=O)N3CCCCC3)ccc2s1 | -22% | i | -12% | -16 | -8% | 19% | -8 | 1.1
COc1ccc(C(OC(=O)c2ccco2)C(=O)NCc2ccco2)cc1 (stereo not drawn) | i | i | 0% | 3 | 1% | 12% | 1 | 1.5
C[C@H](C(=O)CC(=O)OC(C)(C)C)[C@H](O)c1ccccc1 | -2% | i | 2% | 16 | 1% | -2% | 2 | -0.2
COc1cccc(S(=O)(=O)N(C)C[C@@H]2Oc3cc(Br)ccc3S(=O)(=O)N([C@@H](C)CO)C[C@@H]2C)c1 | -6% | i | 2% | -10 | · | 6% | -4 | -1.5
CS(=O)(=O)Nc1ccc(C(=O)N2CCCCC2)cc1 | i | i | 3% | 10 | 1% | -4% | 8 | -2.4
Cc1noc(C(=O)Nc2cccc(O)c2)c1Cl | -9% | i | 8% | -4 | 1% | 15% | -8 | -5.3
CCn1c(SCc2nc3ccccc3[nH]2)nnc1-c1cccs1 | i | i | -12% | -18 | -2% | 5% | -11 | 1.5

Additional records.
SMILES | PTHR1 agonist | Akt phos inh | EPAC2 antagonist | DRD3 antagonist | MmCpn inh | EPAC2 agonist | DRD3 agonist | CCT chaperon mod
COc1cccc2sc3ccc(C#CC4(O)CCCCC4)cc3c(=O)c12 | -83%[inhibitor] | i | -12% | 82 | -9% | 13% | 12 | -1.7
COc1ccc(C2=NOC(Cn3nc(-c4ccccc4C)cc3C(=O)O)C2)cc1 (stereo not drawn) | i | i | 6% | -4 | 6% | 1% | -3 | 2.3
Cn1nccc1C(=O)Nc1ccc(S(=O)(=O)N2CCCC2)cc1 | -8% | i | 0% | 3 | -1% | -7% | 2 | 1.1
CCOC(=O)Cn1ccc(NC(=O)c2ccc3c(c2)OCO3)n1 | -43%[inhibitor] | · | 16% | -15 | 1% | 6% | -4 | -1.9
CC(C)c1ccc(NC(=O)c2cccc(Br)c2)cc1 | i | i | -9% | 6 | 0% | 0% | 1 | -2.3
COCCN1C(=O)c2oc3cc(C)c(C)cc3c(=O)c2C1c1cccc(O)c1 (stereo not drawn) | i | i | -9% | 0 | · | 1% | -7 | -2.0
O=C(NCc1nc2ccccc2[nH]1)C1=C[C@H](c2ccc(Br)cc2)C[C@H](OCc2ccc(CO)cc2)O1 | i | i | -8% | 0 | · | 4% | -1 | -49*
CC(C)OC(=O)/C(=C/c1ccc2c(c1)c1ccccc1n2C)NC(=O)c1ccccc1 | 2% | i | 1% | 18 | -1% | 0% | -1 | -2.1

Arranged by number of heavy atoms (largest number first): five of the compounds above
SMILES | PTHR1 agonist | Akt phos inh | EPAC2 antagonist | DRD3 antagonist | MmCpn inh | EPAC2 agonist | DRD3 agonist | CCT chaperon mod
CC(C)N1CCc2c(sc(NC(=O)c3cc4cc([N+](=O)[O-])ccc4s3)c2C(N)=O)C1 | i | i | 29% | ? | -1% | 2% | -2 | -0.7
COCCN1C(=O)c2oc3cc(C)c(C)cc3c(=O)c2C1c1cccc(O)c1 (stereo not drawn) | i | i | -9% | 0 | · | 1% | -7 | -2.0
COc1cccc2sc3ccc(C#CC4(O)CCCCC4)cc3c(=O)c12 | -83%[inhibitor] | i | -12% | 82 | -9% | 13% | 12 | -1.7
Cn1c2c(c(=O)n(C)c1=O)CN(CCc1ccccc1)CN2 | i | i | 4% | 13 | -1% | -2% | 1 | -0.9
COC(=O)c1ccc(C#Cc2ccccc2)o1 | 0% | i | -18% | -7 | -8% | 20% | 1 | -0.6
